Screening results: PubChem, National Center for Advancing Translational Sciences (NCATS)
Pf Dd2 inh: inhibitors of Plasmodium falciparum Dd2 growth. P. falciparum Dd2 growth, SYBR Green, 72 h. Potency, µM (titrated, usually from 28.9 µM), for inactives: at the top dose activity, negative = inhibition, hits mostly inhibitors. 120,000 compounds, 4.3% hits; active = well fitted inhibition curve with a large enough effect; inconclusive = small, poorly fitted or top-dose-only effect; inactive = no such curve, though single readings can be large or run the other way;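 note: plate controls were DMSO vehicle for no effect and reference drug for full effect; nearly all actives have a fitted effect of over 65% in size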
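Readout: SYBR Green fluorescence, 485 nm excitation, 535 nm emission, after ~16 h lysis at 37C. Before that, Dd2-infected red cells (2.5% hematocrit) grew 72 h with compound, 29 uM top final concentration.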
An asterisk follows results filed as active; i = inactive; ? = inconclusive; [ ] = another dose, or the depositor's remark. Potency is the fitted concentration of half-maximal effect.

SMILES	Pf Dd2 inh
O=S(=O)(c1cccs1)N1C[C@@H](c2ccc(F)cc2)[C@@H]2[C@H]1C1CCN2CC1	5.6µM*
Cc1ccc2nc(C3CCCN(Cc4ccc(C#N)cc4)C3)[nH]c(=O)c2c1 (stereo not given)	?
Cc1ccc(OCc2nc(C3CN(C(=O)CCc4nc5ccccc5s4)C3)no2)cc1	?
COc1ccc(-n2ncc3c(NC4CCCC4)ncnc32)cc1	i
CC1=C[C@@H](CN(C)CCc2ccccn2)[C@H](C(C)C)C[C@H]1Cc1nnc(-c2ccncc2)o1	3.5µM*
Cc1cnn(CCC(=O)N[C@@H]2CN(Cc3cccnc3)C[C@H]2CN(C)C)c1	i
O=C(c1ccoc1)N1CCC2(CC1)CC(N(Cc1ccc(F)cc1)C1CC1)CCO2 (stereo not given)	13µM*
CC(C)NC(=O)N1CCC(O)(c2csc(CN3CCN(C)CC3)n2)CC1	11%[44.1 µM]
O=C(c1ccccc1)N1CCC(Oc2ccccc2F)(C(=O)O)CC1	-17%
O=C(CC1CCN(C(=O)c2cccs2)C1)NCc1ccccc1 (stereo not given)	?
CNCC(=O)NC1CCCN(c2ccc(C(F)(F)F)cn2)C1 (stereo not given)	?
O=C(N[C@H]1CCN2C(=O)c3ccccc3NC(=O)[C@@H]2C1)C1CCCCC1	i
COCCn1ccc2c(OCC(=O)Nc3c(C)cc(C)cc3C)cccc2c1=O	20%
CCCNC(=O)C(NC(=O)c1ccc(OC)cc1)C1CCN(C(=O)c2cccc(F)c2)CC1 (stereo not given)	i
CC(C)C[C@@H](NC(=O)[C@@H]1C[C@@H](NC(=O)c2cnccn2)CCN1C(=O)COCC(=O)O)C(N)=O	23%
COc1ccc(CCNC(=O)C2CCN(S(=O)(=O)c3c(C)noc3/C=C/c3ccc(C)cc3)CC2)cc1OC	-5%
O=C(NCCN1CCOCC1)C1CCc2ncc(-c3ccc(F)cc3)n2C1 (stereo not given)	-6%
CN(C)C[C@@H]1CN(Cc2cccnc2)C[C@H]1NC(=O)C1(C)CCOCC1	6%
CN(c1ccccc1)c1ccc2nnc(-c3cc(C(=O)NC4CCC(O)CC4)ccn3)n2n1 (stereo not given)	?
CCNC(=O)CC1C(=O)N(c2ccc(F)cc2)C(=O)N1CCOC (stereo not given)	18%

3 compounds from above, arranged by count of non-hydrogen atoms, rising:
SMILES	Pf Dd2 inh
O=C(NCCN1CCOCC1)C1CCc2ncc(-c3ccc(F)cc3)n2C1 (stereo not given)	-6%
COCCn1ccc2c(OCC(=O)Nc3c(C)cc(C)cc3C)cccc2c1=O	20%
CCCNC(=O)C(NC(=O)c1ccc(OC)cc1)C1CCN(C(=O)c2cccc(F)c2)CC1 (stereo not given)	i

New compounds follow
SMILES	Pf Dd2 inh
OC1(CNCc2cc(C(F)(F)F)ccc2F)CNCCOC1 (stereo not given)	?
CCc1cccc(C)c1NS(=O)(=O)c1cc2[nH]c(=O)c(=O)[nH]c2cc1C	17%
COc1ccc(CCNCc2c(C(=O)O)c(C)n(Cc3ccccc3C)c2C)c(OC)c1	-27%
CCc1cccc(NC(=O)Cn2ccn3nc(-c4ccc(OC)c(OC)c4)cc3c2=O)c1	70%[activator]
Cc1ncc2n1C(=O)N(C1CCN(C(=O)NC3CCCC3)CC1)C2	20%[44.1 µM]
COc1ccc(N2CCN(C(=O)CSc3n[nH]c(-c4ccccc4)n3)CC2)cc1	6%
Cc1n[nH]c(C)c1CNC(=O)C1CCN(C(=O)c2ncn3c2COC(c2ccc(F)cc2)C3)CC1 (stereo not given)	i
CCN1C(=O)C2(c3ccccc31)c1c(oc3ccccc3c1=O)C(=O)N2CCOC (stereo not given)	54%[activator]
O=C(Cn1c(=O)oc2ccccc21)NCC12CCCC=C1NC(=O)CC2 (stereo not given)	-6%
COCCNC(=O)C1(C)CN(C)Cc2ccc(Nc3cccc(OC)c3)nc21 (stereo not given)	i
Cc1ccc(C2c3[nH]c4ccccc4c3CCN2C(=O)CCc2ccccc2)cc1 (stereo not given)	?
Cc1nn(CC(=O)NC(C)c2ccccc2)c(=O)c2cc3occc3n12 (stereo not given)	22%
Cc1cc(-n2ccnc(NCCc3ccc(S(N)(=O)=O)cc3)c2=O)ccc1Br	16%
O=C(CN1Cc2nc(Nc3ccc(C(F)(F)F)cc3)ccc2OCC1=O)N1CCCC1	?
Cc1ccc(C(=O)N2C[C@@H](COc3ccccc3)[C@H](C(N)=O)C2)cc1	?
CCCc1noc(-c2cccn3c(CNC(=O)Cc4cccc(OC)c4)nnc23)n1	?
CN1CC2(CCCN(CC3CC3)C2)c2cc(C(=O)Nc3ccn(C)n3)ccc21 (stereo not given)	i
CN(C)Cc1nnc(C2CC(NC(=O)c3cc(-c4ccsc4)n[nH]3)C2)n1C (stereo not given)	-11%
CS(=O)(=O)c1ccc(OC[C@H]2C[C@@H](NC(=O)C3CCCC3)[C@H](O)[C@@H]2O)cc1	-7%[44.1 µM]
COc1cccc(C(=O)N[C@H]2[C@H](O)[C@H](O)C[C@@H]2c2ccccc2C)c1	-7%[44.1 µM]
COc1cccc(S(=O)(=O)N2CCC(n3cnnc3-c3ccccc3)CC2)c1	?
O=S1(=O)c2ccccc2N(Cc2cccc(F)c2)c2ccccc21	?
COc1ccccc1CNC(=O)CCC1N=C2c3ccccc3N=C(SCC(=O)Nc3ccc(F)cc3)N2C1=O (stereo not given)	?
O=C(NCc1nnc2c(-c3nc(C4CC4)no3)cccn12)C1CC1	i
COc1cc(NC(=O)N2CCN(c3cc(-c4noc(C)n4)ccc3C)CC2)cc(OC)c1OC	-25%
COC(=O)CNC(=O)NCCc1noc(C2CC2)n1	-18%
O=C(COc1ccccc1F)Nc1ccc(Cl)c(-c2nc3ccccc3[nH]2)c1	?
CN(C)[C@@H]1[C@@H](NC(=O)CCc2nc3ccccc3[nH]c2=O)[C@H]2CCO[C@H]21	-5%
CCOc1ccc(NC(=O)N(Cc2c[nH]c3ccccc23)C2CCCCC2)cc1	-30%
CC(C)N(C(=O)Cn1cc(S(=O)(=O)Cc2ccc(Br)cc2)c2ccccc21)C(C)C	?
Cc1nc2c(C(=O)N3CCC(=O)N(CC4CC4)C(C(C)C)C3)cccc2[nH]1 (stereo not given)	-9%
O=S(=O)(Cc1ccccc1)NC[C@H]1Cn2c(-c3ccc(Cl)cc3)cnc2CO1	-7%[44.1 µM]
Cc1nc(N2CCCC2)ncc1C(=O)N1CCN(c2ccccc2F)CC1	i
Cc1ccc(NC(=O)Cn2c(=O)n(Cc3ccccc3)c(=O)c3c(C)c(C(=O)N(C)C)sc32)c(C)c1	?
CCc1cccc(C)c1NC(=O)Cn1cnc2c1c(=O)n(C)c(=O)n2C	16%
CCOc1ccccc1NC(=O)CN1C(=O)C2(SCC(=O)N2c2cccc(F)c2)c2ccccc21 (stereo not given)	?
Cc1ccc(Nc2c(-c3ccc(C)s3)nc3ncccn23)cc1	-19%
CCn1ccnc1CNC(=O)C1(N2C[C@@H](C)O[C@@H](C)C2)Cc2ccccc2C1	-24%
COc1cccc(CN2CCOC3(CCN([S+](=O)([O-])c4ccccc4C)CC3)C2=O)c1	?
Cn1cnc(S(=O)(=O)N2CCCC(C(=O)Nc3ccc(OC(F)(F)F)cc3)C2)c1 (stereo not given)	104%[activator]

5 entries picked at random from the list so far:
SMILES	Pf Dd2 inh
O=C(NCc1nnc2c(-c3nc(C4CC4)no3)cccn12)C1CC1	i
COc1cccc(S(=O)(=O)N2CCC(n3cnnc3-c3ccccc3)CC2)c1	?
Cc1nc(N2CCCC2)ncc1C(=O)N1CCN(c2ccccc2F)CC1	i
Cc1ccc(Nc2c(-c3ccc(C)s3)nc3ncccn23)cc1	-19%
CCc1cccc(C)c1NC(=O)Cn1cnc2c1c(=O)n(C)c(=O)n2C	16%

The main list resumes; the 7 compounds before the break are reprinted first.
SMILES	Pf Dd2 inh
Cc1ccc(NC(=O)Cn2c(=O)n(Cc3ccccc3)c(=O)c3c(C)c(C(=O)N(C)C)sc32)c(C)c1	?
CCc1cccc(C)c1NC(=O)Cn1cnc2c1c(=O)n(C)c(=O)n2C	16%
CCOc1ccccc1NC(=O)CN1C(=O)C2(SCC(=O)N2c2cccc(F)c2)c2ccccc21 (stereo not given)	?
Cc1ccc(Nc2c(-c3ccc(C)s3)nc3ncccn23)cc1	-19%
CCn1ccnc1CNC(=O)C1(N2C[C@@H](C)O[C@@H](C)C2)Cc2ccccc2C1	-24%
COc1cccc(CN2CCOC3(CCN([S+](=O)([O-])c4ccccc4C)CC3)C2=O)c1	?
Cn1cnc(S(=O)(=O)N2CCCC(C(=O)Nc3ccc(OC(F)(F)F)cc3)C2)c1 (stereo not given)	104%[activator]
COC[C@@H]1CN(Cc2ccc3c(c2)CCO3)C[C@H]1C(=O)N(C)C	-6%
Cc1cc(-c2cc3c(cn2)CN(CC(C)C)CCN3)ccn1	0%[44.1 µM]
CN(CC1(C)CCOCC1)C(=O)c1ccoc1	?
CCS(=O)(=O)N(C1CC1)C1CCOC2(CCN(C(=O)c3ccc(OC)cc3)CC2)C1 (stereo not given)	?
O=C(Cn1nnc2sc(-c3ccccc3)cc2c1=O)Nc1cccc(C(F)(F)F)c1	-10%
COc1ccc(-c2cc(N3CCCC(NC(=O)c4cccc(OC)c4)C3)n[nH]2)cc1 (stereo not given)	?
CCn1cc(CN2CCC(Oc3ccc4ccccc4c3)(C(=O)O)CC2)c(C)n1	-15%
COc1ccc(CCNc2nc3c(c(=O)n(C)c(=O)n3C)n2Cc2ccccc2Cl)cc1OC	i
Cc1ccc(NC(=O)c2ccc(=O)n(CC(=O)Nc3cc(C)cc(C)c3)n2)cc1	26%
Cc1ccc(CNC(=O)Cn2cc3c(n2)-c2c(oc(C(=O)N4CCOCC4)c2C)CC3)cc1	-2%
C[S+](=O)([O-])N1CCn2c(nn(-c3ccncc3)c2=O)C1	1%[44.1 µM]
O=S(=O)(c1ccc(F)cc1)N1CCC(Oc2ccc(-n3cnnn3)cc2)CC1	2%
COCCNc1ncnc2onc(-c3ccc(F)cc3)c12	-11%
COc1ccc(C)cc1NC(=O)Cn1c(=O)cc(C)c2c(C)nn(C)c21	-29%
Cc1ccccc1C(=O)N(C)Cc1ccccc1C(F)(F)F	-20%[44.1 µM]
CC1(C)CC(=O)c2cc(-c3nc(-c4ccc(Cl)cc4)cs3)c(=O)n(-c3ccc(Cl)cc3)c2C1	5%
CCCOc1nccnc1NC1CCN(C(=O)c2ccncc2)CC1	91%[activator][5.79 µM]
COCC(=O)N[C@@H]1CN(C(=O)Nc2ccccc2F)CC[C@@H]1c1nc(C)no1	i[5.79 µM]
O=C(NC1CCN(c2cc(-c3ccc(F)cc3)[nH]n2)C1)c1ccncc1 (stereo not given)	-19%
O=C(c1nc(-c2ccc(F)cc2)c2cnccn12)N1CCN(c2ncccn2)CC1	i
Cn1nc2n(c1=O)CCN(C(=O)C1(c3ccccc3)CCCC1)CC2	-7%
CCOCCn1cc(C2CCN(S(=O)(=O)c3c(C)cc(C)cc3C)CC2)c2ccccc21	-7%
O=C(NCCn1ccnc1)c1ccc(OC2CCN(CCc3ccccc3)CC2)cc1	-20%
O=C(Cc1ccc(F)cc1)N(CC1CCN(Cc2ccccc2F)CC1)CC1CCCO1 (stereo not given)	?
COc1cccc([S+](=O)([O-])N2CCC3(Cc4ccccc4NC3=O)C2)c1 (stereo not given)	-1%
COc1ccc(OC)c(CNC(=O)C(C)n2c(C)c3cnn(-c4ccccc4)c(=O)c3c2C)c1 (stereo not given)	-17%
CCN1C(=O)CCN(C(=O)c2ccc3cc[nH]c3c2)CC12CCOCC2	7%
CN1CCC(CNc2nccc(C3(c4ccccc4Cl)CCNCC3)n2)C1 (stereo not given)	-7%
CC(=O)N1CCCc2cc(S(=O)(=O)N3CCC(C(=O)NC4CCCCC4)CC3)ccc21	-16%
CC(=O)c1cc(C(=O)N2C[C@@H](CN3CCCN(C)CC3)[C@@H](CO)C2)cs1	-13%
COc1cccc2cc(-c3nc(Nc4cccc(C)c4)sc3C)c(=O)oc12	-1%
O=C(NCCc1csc(-c2cccc(F)c2)n1)c1ccccc1C(F)(F)F	i
CCOC(=O)c1ccc(NC(=O)C2CCCN(c3ncnc4onc(-c5ccc(F)cc5)c34)C2)cc1 (stereo not given)	8.9µM*
CC(=O)c1ccc(NC(=O)c2cnn(-c3cccc(F)c3)c2-n2cccc2)cc1	4%
CS(=O)(=O)N1CCCC1c1noc(CCC(=O)NC2CC2)n1 (stereo not given)	57%[activator]
CNC(=O)[C@@H]1CN(S(=O)(=O)c2cn(C)cn2)C[C@H]1COC	20%
Cc1ccc(CO)cc1Nc1ncnc2onc(-c3ccc(F)cc3)c12	-26%
COc1ccc(S(=O)(=O)N2C[C@H](F)C[C@@H]2C(=O)N2CCOCC2)cc1Cl	36%[activator]
CN(C)C[C@@H]1CN(C2CCOCC2)C[C@H]1NC(=O)Cc1ccccc1Cl	-17%
Cc1c(Cl)cccc1NC(=O)CCS(=O)(=O)c1cccc2nsnc12	-23%
COc1ccc(Cn2c(C3CCN(C(=O)c4ccc(OC)c(F)c4)CC3)n[nH]c2=O)cc1	-18%
COc1ccc(-n2cc(-c3ccc4c(c3)OCO4)n(CC(=O)Nc3cccc(C)c3)c2=O)cc1	13µM*
COc1ccc(-c2nc3c(c(-c4ccccc4)n2)CN(C(=O)c2cccc(Cl)c2)CC3)cc1	i
CSc1ccc(C(=O)N2C[C@@H](CN3CCN(C)CC3)[C@@H](CO)C2)cc1	18%
Cc1cc(Cn2cc3c4c(cccc42)[C@H](CC(C)C)N[C@H](C(=O)NCC2CC2)C3)no1	?
CCOC(=O)c1c(S(=O)(=O)NCC(=O)Nc2cccc(SC)c2)c(C)n(C)c1C	23%
CNC(=O)[C@@H]1CN(C(=O)c2cncc(Br)c2)C[C@H]1CO	8%

Some of the compounds tested, so the mix of outcomes need not match the whole.
